Compound activity as filed in PubChem.
KDM5B inhibitor: Primary screen for KDM5B Histone Demethylases FDH-coupled qHTS. KDM5B demethylase, FDH-coupled NADH fluorescence (FDH is formaldehyde dehydrogenase). Potency, µM (titrated, usually from 57.7 µM), inactives show top-dose activity change, negative = inhibition, usual class: inhibitors. 2.6% of 220,000 active. AID 1347165, 2019; active means well fitted inhibition curve with a large enough effect; inconclusive means small, poorly fitted or top-dose-only effect; inactive means no such curve, though single readings can be large or run the other way; further: 0% is about no effect; nearly all actives have a fitted effect of over 70% in size
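KDM5BΔAP (200 nM final) in 50 mM HEPES pH 7.5, 0.01% Tween-20 was preincubated 10 min at RT with compound over a concentration range. Substrate mix (H3K4me3 12.5 µM, α-KG 25 µM, Fe²⁺, ascorbate, NAD⁺, FDH) was added, and NADH fluorescence change over 30 min gave dose-response curves.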
Starred values were filed as active, the others as inactive; ? = inconclusive; & = joins results of further samples; [ ] = remark or other dose. Potency means the concentration at half of the fitted maximal effect. Some of the compounds tested. The share of hits here may be higher or lower than overall.

SMILES	KDM5B inhibitor
CCCCC(CC)CNC(=O)CCNC(=O)c1ccccc1 (stereo not given)	5%
Cc1ccc2nc(SCC(=O)Nc3sc4c(c3C#N)CCCC4)[nH]c2c1	1%
COc1ccc(C(CNC(=O)c2cc(S(=O)(=O)Nc3cccc(C)c3)ccc2C)N2CCOCC2)cc1 (stereo not given)	-2%
COc1ccc(N2CCN(CC(=O)c3c(C)n(C)c4ccc(OC)cc34)CC2)cc1	-7%
COc1cccc(-c2nn(C)c3sc(C(=O)NCc4cc(OC)ccc4OC)cc23)c1	?
Cc1ncccc1C(=O)N1CCC(N2C(=O)C3(CCCC3)C2c2scnc2C)CC1 (stereo not given)	17%
CC(=O)Nc1cccc(C(C)NC(=O)NC(c2ccc(Cl)cc2)C(C)C)c1 (stereo not given)	15%
CC(C)N1CCN(C2CCOC3(CCN(C(=O)Cc4cccc(F)c4)CC3)C2)CC1 (stereo not given)	7%
Cn1ccc(C(=O)Nc2ccc3c(c2)OCCO3)n1	31%
CCN(CC)C(=S)SCc1ccc(C(=O)O)cc1	-13%
CN1CC(=O)N(C2CCCNCC2)Cc2c1ncnc2N1CCN(Cc2ccccc2)CC1 (stereo not given)	?
COC(=O)c1ccc(COc2ccc(C#N)cc2OC)cc1	14%
O=C(Nc1ccc(Cl)cc1)N1CCC2(C1)C(=O)N(CCc1ccccc1)c1ccccc12 (stereo not given)	-25%&-24%
CCNC(=O)C1(CCO)CCN(c2ncccn2)C1 (stereo not given)	?
COc1nccnc1NC1CCN(C(=O)c2ccccc2)CC1	32µM*
COc1ccccc1NS(=O)(=O)c1cc(NC(=O)C(C)NC(N)=O)ccc1N1CCCC1 (stereo not given)	?
C[S+](=O)([O-])CCn1ncc2cc(OCc3cccc(-c4ccccc4)c3)ccc21	?
CC(C)(C)CN1CCOC[C@H]1c1ncc(-c2ccc(Cl)cc2)[nH]1	-12%[86.2 µM]
Cc1cccc(N2CCN(c3nc4ccccc4c4nnc(C)n34)CC2)c1C	11%
COc1ccc(NC(=O)Cn2c(-c3ccc(F)cc3)nc(C)cc2=O)cc1	-12%
CCOc1ccc(C(C)=O)cc1COc1ccc2c(C)cc(=O)oc2c1	143%[activator]
CCc1cccc(OCC(=O)Nc2ccc(C(=O)O)cc2NC(=O)COc2cccc(CC)c2)c1	-5%
CCc1ccc(-c2nc(-c3cc4ccccc4oc3=O)sc2C)cc1	-19%
CCCCCn1nc(C(=O)NCCN(C)CCOC)c2ccccc2c1=O	-1%
COc1ccc(-c2cc(C[C@@H]3CC[C@H](O)[C@@H](CN(C)C)O3)no2)cc1	21%[86.2 µM]

Three compounds from above, ordered by molecular weight, lowest first.
SMILES	KDM5B inhibitor
CCNC(=O)C1(CCO)CCN(c2ncccn2)C1 (stereo not given)	?
CC(=O)Nc1cccc(C(C)NC(=O)NC(c2ccc(Cl)cc2)C(C)C)c1 (stereo not given)	15%
COc1ccccc1NS(=O)(=O)c1cc(NC(=O)C(C)NC(N)=O)ccc1N1CCCC1 (stereo not given)	?

Back to the main list with the 3 entries that preceded the break.
SMILES	KDM5B inhibitor
CCc1ccc(-c2nc(-c3cc4ccccc4oc3=O)sc2C)cc1	-19%
CCCCCn1nc(C(=O)NCCN(C)CCOC)c2ccccc2c1=O	-1%
COc1ccc(-c2cc(C[C@@H]3CC[C@H](O)[C@@H](CN(C)C)O3)no2)cc1	21%[86.2 µM]
Cc1sc2ncnc(NCc3cccs3)c2c1C	-2%
COC(=O)c1ccc2c(=O)[nH]c(CSc3nnc(-c4ccncc4)n3Cc3ccccc3)nc2c1	14%
COc1cccc2cc(-c3cc(=O)oc4ccc(C(C)(C)C)cc34)oc12	22%
CCCNC(=O)CN1C(=O)NC(CCSC)C1=O (stereo not given)	17%
CCOc1ccc2nc(NC(=O)c3nc(SCc4ccccc4F)ncc3Cl)sc2c1	0%
CCc1ccc(NC(=O)CSc2nc3c(sc4ccccc43)c(=O)n2CCCOC(C)C)cc1	-7%
COCC(=O)NC[C@H]1CCN(Cc2cccn2C)C[C@H]1N(C)C	?
O=C(c1cncn1-c1ccc(F)cc1)N1CCCN(S(=O)(=O)c2ccc(F)cc2)CC1	16%
CN(C)c1cccc(-c2cnc(Nc3ccc(N4CCOCC4)cc3)c3c2CCO3)c1	35µM*
COc1ccc(NC(=O)CSc2ncccc2C(=O)O)cc1OC	?
COc1ccc(-c2ccc3nnc(CNC(=O)c4cccc5[nH]ccc45)n3n2)cc1	?
Cc1ccc(-c2cc(C(=O)OCC(=O)NC(=O)C3CCCCC3)c3ccccc3n2)o1	?
COc1ccc(N2Cc3c(NC4CCCCC4)ncnc3N(C)CC2=O)cc1	-21%
COc1ccc(C2Cn3cnc(C(=O)N4CCC(C(=O)NC5CCCCCC5)CC4)c3CO2)cc1 (stereo not given)	0%
Cn1cnc2cc(-c3ccc(F)cc3)cc(C(=O)NCCc3cnc[nH]3)c21	?
Cc1ccc(-c2nn(C)c(=O)c3ccccc23)cc1CNC(=O)c1ccc(Cl)cc1	5%
COC(=O)N/N=C/c1ccc(-c2ccccc2Cl)o1	-13%
COCCNC(=O)[C@@H]1CCC[C@@H](NCc2cccc3c2OCO3)CN(C)C(=O)C1	2%[86.2 µM]
N#CC1(C(=O)Nc2ccc(Cl)cc2)CCCC1	18%
CCc1nc2c(=O)n(CC(=O)NCc3ccccc3OC)nc(C)c2s1	-12%
CCC(C)(C)c1ccc(OCC(=O)Nc2cccc(C(=O)O)c2)cc1	20%
CCN(CC)C(=O)c1cc2c(s1)CCC(C(=O)N1CCN(c3ccccc3)CC1)C2 (stereo not given)	-35%
CCN1C(SCC(=O)N2CCCC2)=NS(=O)(=O)c2ccccc21	-2%
COc1ccc(C2Cn3nnc(C(=O)N4CCN(C(=O)c5ccc(F)cc5)CC4)c3CO2)cc1 (stereo not given)	?
COc1ccc2[nH]c3c(c2c1)CCNC31CCN(S(=O)(=O)c2c(C)nn(C)c2C)CC1	?
SMILES	KDM5B inhibitor
COC(=O)[C@@H]1Cc2c([nH]c3ccccc23)[C@H]2C[C@@H](NCCN3CCOCC3)C[C@@H](c3ccccc3)N21	?
CC(=O)Nc1ccc(OCC(=O)NCc2ccc(N3CCOCC3)cc2)nc1	4%
CCN(CC)C(=O)N1CCC(c2noc(-c3cnccn3)n2)C1 (stereo not given)	-9%
CN(C)c1cc(=O)c2ccnc(-c3ccc(N4CCOCC4)cc3)c2o1	32µM*
O=C1CCCN1CC1CCN(C(=O)c2ccc(N3CC[C@H](O)C3)nc2)CC1	?
O=C(NCC1Cn2cccc2C(=O)N1Cc1ccccc1)c1cn[nH]c1-c1ccccc1 (stereo not given)	4%
N#CCSc1ccccc1C(=O)Nc1ccc2c(c1)OCCO2	7%
COc1ccc2c(c1)c(CC(=O)Nc1c(C)cccc1C)c(C)n2C(=O)c1ccc(Cl)cc1	-3%
COc1cc(C(=O)N(Cc2ccc(F)cc2)Cc2ccco2)cc(OC)c1OC	?
CCc1ncc(CN2CCC(C(=O)Nc3cccc(-c4cscn4)c3)CC2)cn1	1%
CCOC(=O)c1ccc(NC(=O)C2=C(C)C(=O)OC23CCN(C(C)C)CC3)cc1	-43%
CC(C)c1ccc(NC(=O)c2c(F)cccc2Cl)cc1	-22%
Nc1nccnc1C(=O)NCCNC(=O)c1ccc(Cl)c(Cl)c1	?
CC(C)n1cc(CN2CCCC2C(=O)Nc2cccc(-n3cccn3)c2)cn1 (stereo not given)	-3%
Cc1cc(Br)ccc1NC(=O)CN(C)C(=O)c1cccc(S(=O)(=O)N2CCN(C)CC2)c1	9%
O=C(NCc1ccccn1)C1CC(=O)N(c2n[nH]c3cccc(F)c23)C1 (stereo not given)	-7%
Cc1ccc(C(=O)c2oc3ccccc3c2NC(=O)c2cc(=O)c3ccccc3o2)cc1	-4%
COCCn1ncc(N2CCCC(CC(=O)NCc3ccc(F)cc3F)C2)cc1=O (stereo not given)	4%
NCCC(=O)N1CCC2(CC1)CN([S+](=O)([O-])c1ccccc1)CCO2	5%[115 µM]
O=C1c2cc(N3CCOCC3)nc(-c3ccccc3)c2CN1Cc1ccccc1	32µM*
COc1ccc(NS(=O)(=O)c2ccc3oc(SCCOc4ccccc4F)nc3c2)cc1	-17%
COC[C@@H]1CN(C(=O)c2ccnc(C)c2)C[C@H]1C(N)=O	24%
O=C(N/N=C/c1c(F)c(F)c(F)c(F)c1F)C1CC1	-12%
COc1ccc(C(=O)N2C(C(=O)N3CCOCC3)COC23CCN(C(=O)C2CCC2)CC3)cc1 (stereo not given)	-17%
COc1ccc(-c2ccnc(N[C@H]3CO[C@H]4[C@@H]3OC[C@@H]4NC(=O)N3CCOCC3)n2)cc1	?

Another view of part of the listing above.
CCN(CC)C(=O)c1cc2c(s1)CCC(C(=O)N1CCN(c3ccccc3)CC1)C2 (stereo not given)
  KDM5B inhibitor = -35%

CCN1C(SCC(=O)N2CCCC2)=NS(=O)(=O)c2ccccc21
  KDM5B inhibitor = -2%

COc1ccc(C2Cn3nnc(C(=O)N4CCN(C(=O)c5ccc(F)cc5)CC4)c3CO2)cc1 (stereo not given)
  KDM5B inhibitor = ?

COc1ccc2[nH]c3c(c2c1)CCNC31CCN(S(=O)(=O)c2c(C)nn(C)c2C)CC1
  KDM5B inhibitor = ?

As entered above:
KDM5B inhibitor, CN(C)c1cc(=O)c2ccnc(-c3ccc(N4CCOCC4)cc3)c2o1 reads 32µM*
KDM5B inhibitor, COc1ccc2c(c1)c(CC(=O)Nc1c(C)cccc1C)c(C)n2C(=O)c1ccc(Cl)cc1 reads -3%
KDM5B inhibitor, N#CCSc1ccccc1C(=O)Nc1ccc2c(c1)OCCO2 reads 7%
KDM5B inhibitor, COCCn1ncc(N2CCCC(CC(=O)NCc3ccc(F)cc3F)C2)cc1=O (stereo not given) reads 4%
KDM5B inhibitor, CC(C)n1cc(CN2CCCC2C(=O)Nc2cccc(-n3cccn3)c2)cn1 (stereo not given) reads -3%
